# MgcRacGAP inhibition – MgcRacGAP GTPase-activating activity inhibitors, confirmation, biochemical, ADP Hunter fluorescence. inhibition, % at 30 µM; hits with a dose series show IC50 in µM. MgcRacGAP-stimulated Rac1 GTP hydrolysis, ADP Hunter fluorescence; higher % means a stronger effect; GST-tagged Rac1 F28L mutant substrate. AID 624330. 0.6% of 340,000 active;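 active = first-screen hits whose inhibition reached a set limit at any dose in the follow-up dose series; inconclusive = inhibition above the set first-screen limit but never retested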;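 note: fluorescence reports GDP produced by GAP-driven GTP hydrolysis; strong numbers were not always called active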
# NTR1 ag – NTR1-driven beta-arrestin-GFP spot formation – imaging, U2OS cells, high content, primary screen (AID 493036); agonist mode; activation, % at 20 µM; 0.17% of 330,000 active;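 active = activation at or above 40% of the spot to cytoplasm intensity ratio, with at least 20 cells analyzed; inconclusive = wells under 20 cells, flagged as cytotoxic or low count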;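 note: 0% = DMSO without peptide and 100% = 100 nM NTR1 peptide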
# Target sequence (P30989 whole entry, looked up): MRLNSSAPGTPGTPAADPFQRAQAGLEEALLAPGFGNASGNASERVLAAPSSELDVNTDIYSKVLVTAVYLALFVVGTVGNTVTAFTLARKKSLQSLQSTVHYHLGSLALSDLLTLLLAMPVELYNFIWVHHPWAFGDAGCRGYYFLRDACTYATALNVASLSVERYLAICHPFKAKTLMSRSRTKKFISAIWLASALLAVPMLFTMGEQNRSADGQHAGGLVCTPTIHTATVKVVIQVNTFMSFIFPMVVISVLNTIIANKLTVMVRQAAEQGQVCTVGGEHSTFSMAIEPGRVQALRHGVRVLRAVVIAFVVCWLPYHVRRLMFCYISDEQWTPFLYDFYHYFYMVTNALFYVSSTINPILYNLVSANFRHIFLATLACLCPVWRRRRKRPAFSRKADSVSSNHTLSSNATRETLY
# SIAH1 antagonists – blockers of Siah-1 interaction with plectin peptide – biochemical, fluorescence polarization, rhodamine-plectin, uHTS, primary screen (AID 1817); one-dose displacement, % at 20 µM; IC50 in µM for titrated hits; 0.02% of 290,000 active; Siah-1 / rhodamine-plectin peptide fluorescence polarization; higher % means a stronger effect;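 active = displacement of at least 50% at 20 µM, with a fluorescence ratio check between 0.3 and a set limit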;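 note: plate controls were Siah plus tracer with DMSO for no effect and tracer alone without Siah for full effect; strong numbers were not always called active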
# UTI89 phage lysis – protection from phage-mediated lysis, alamar blue read-out – E. coli UTI89, K1F phage, bacterial capsule biogenesis inhibitors (AID 488966) | E. coli UTI89 K1F phage lysis, alamar blue, 2 h; higher % means a stronger effect | inhibition, % at 100 µM, or IC50 in µM where a hit was titrated | 0.02% of 340,000 active;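 active = phage lysis inhibition, versus mean bacterial control, above a set limit; inconclusive = no clear call, values can overlap the other calls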;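 note: capsule biogenesis inhibitors block K1F phage lysis so surviving cells raise fluorescence; higher fluorescence means more inhibition of phage lysis; actives were called in the ten point dose series up to 300 µM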
# Large T inhibition – SV40 large T antigen inhibitors, biochemical (AID 1903); SV40 large T antigen ATPase/helicase inhibition assay; higher % means a stronger effect; inhibition, % at 20 µM; hits with a dose series show IC50 in µM; 0.39% of 310,000 active; in the data active = a potency from the dose series; inconclusive = inhibition mostly from about 32% at the one dose, without a potency; inactive = the rest, 99 in 100 with inhibition below about 32%; note: strong numbers were not always called active
# West Nile antiviral – West Nile virus antiviral activity, cell-based, CPE readout (AID 1621); CPE inhibition, % at 10 µM; hits with a dose series show IC50 in µM; 0.02% of 290,000 active; West Nile virus-infected cells, CPE inhibition; higher % means a stronger effect; in the data active = a potency from the dose series; inconclusive = CPE inhibition mostly from about 3.7% at the one dose, without a potency; inactive = the rest, 99 in 100 with CPE inhibition below about 2.2%; note: strong numbers were not always called active
# AID2073 – disruptors of CaV2.2 binding to Mint1 – biochemical, HTRF (AID 2073); HTRF protein-protein interaction, Mint1-CaV2.2; higher % means a stronger effect; inhibition, % at 20 µM, or IC50 in µM where a hit was titrated; 0.19% of 290,000 active; in the data active = inhibition mostly above about 51%, no sharp cut-off; inconclusive = no clear call, values can overlap the other calls; inactive = mostly below about 53%; note: some results filed as inactive read as strong as hits
# RSV CPE inhibition – RSV antiviral activity via CPE protection, HEp-2 cells, primary 10 µM value included (AID 2391); HEp-2 cells, RSV-induced CPE inhibition; higher % means a stronger effect; CPE inhibition, % at 10 µM, or IC50 in µM where a hit was titrated; 0.13% of 310,000 active; in the data active = a potency from the dose series; inconclusive = CPE inhibition mostly from about 23% at the one dose, without a potency; inactive = the rest, 99 in 100 with CPE inhibition below about 21%; note: strong numbers were not always called active
# Dengue-2 NS5 capping – flavivirus cap methylation enzyme inhibition – biochemical, confirmation dose response, primary screen (AID 588689) | Dengue-2 NS5 methyltransferase capping enzyme assay, biochemical; higher % means a stronger effect | inhibition, % at 25 µM, or IC50 in µM where a hit was titrated | 0.3% of 340,000 active; in the data active = a potency from the dose series; inconclusive = inhibition above about 29% without an active follow-up result
# NTR1 ag cell count 20 µM – second read-out of NTR1 ag, no call of its own (marks repeat the call); cell count; measured here: cell count, cytotoxicity flag
# Dengue-2 NS5 capping pilot replicate – recorded beside Dengue-2 NS5 capping, whose call it bears; inhibition, %; measured here: pilot screen replicate inhibition
# * = called active by the depositor; ? = inconclusive; / = not tested or not shown; [ ] = remark or other dose.
SMILES,MgcRacGAP inhibition,NTR1 ag,NTR1 ag cell count 20 µM,SIAH1 antagonists,UTI89 phage lysis,Large T inhibition,West Nile antiviral,AID2073,RSV CPE inhibition,Dengue-2 NS5 capping,others
C[C@@H]1[C@H]2CCCC[C@H]2CN(C(=O)OC(C)(C)C)[C@@H]1CC(=O)c1ccccc1,12%,2.2,66,/,-0.3%,/,/,/,/,-1%,Dengue-2 NS5 capping pilot replicate=-3.9
COc1ccc(S(=O)(=O)NC(C)C(=O)N2CCCCCC2)cc1 (stereo not drawn),5%,-1.1,107,-3%,0.1%,16%,0.0%,5%,-0.2%,-1%,
CC(=O)Nc1cc(C(=O)N2CCCC2)ccc1S(=O)(=O)c1ccc(Cl)cc1,5%,2.5,51,0%,7.3%,7%,0.2%,-6%,1.9%,-2%,
Cc1ccc(=O)n(C(C(=O)NCc2ccco2)C(=O)c2ccc(F)cc2)c1 (stereo not drawn),1%,-0.8,86,7%,0.1%,14%,-0.7%,5%,0.4%,-2%,Dengue-2 NS5 capping pilot replicate=2.1
CNC(C)c1cc(OC)ccc1OC (stereo not drawn),4%,-0.8,56,6%,0.3%,2%,-0.1%,1%,0.3%,1%,
O=C(NC(c1ccccc1)c1ccccc1)N1CCOCC1,3%,-0.3,35,0%,-0.1%,10%,-0.2%,-2%,-0.9%,-3%,
Cc1cc(C)n(C2=NS(=O)(=O)c3ccccc32)n1,4%,0.5,60,10%,0.5%,4%,0.3%,1%,1.1%,-9%,Dengue-2 NS5 capping pilot replicate=-4.5
Cc1ccc(Nc2nc(Cl)nc(NC(C)(C)C)n2)cc1,4%,10,64,7%,0.3%,13%,-2.0%,-3%,7.5%,-1%,Dengue-2 NS5 capping pilot replicate=-2.4
Cc1ccccc1C(=O)NC(C(N)=O)P(=O)(OC(C)C)OC(C)C (stereo not drawn),4%,2.7,47,3%,1.8%,11%,0.1%,-2%,0.3%,8%,
Cc1cc(C)cc(N2C(=O)CC(c3ccccc3)CC2=O)c1,6%,-1.3,47,/,-0.2%,/,/,/,1.4%,-7%,
COc1ccccc1C(=O)N1CCN(c2nc3cc(C)c(C)cc3cc2C#N)CC1,7%,3.2,60,8%,6.4%,-1%,-0.2%,28%,?,-6%,
CC(C)C(c1nnnn1Cc1cccs1)N1CCN(C2CCCC2)CC1 (stereo not drawn),4%,1.5,74,0%,5.4%,1%,-0.7%,5%,0.0%,-2%,
O=C(C1=C[C@@H](c2ccc3c(c2)OCO3)C[C@@H](OCc2ccc(CO)cc2)O1)N1CCOCC1,10%,1.9,99,2%,1.8%,8%,-0.3%,1%,2.4%,0%,
O=C(CSc1nc(=O)n2ccccc2n1)NCc1ccccc1Cl,5%,-0.2,46,/,1.8%[50 µM],14%,/,/,0.8%,4%,
CCn1c(SCC(=O)NCc2ccc(F)cc2)nc2c(c1=O)SC(C)C2 (stereo not drawn),18%,1.0,53,-3%,-1.3%,15%,-0.1%,0%,0.7%,-6%,
Cc1ccc(C(=O)Nc2ncc(Cc3ccc(SC(F)F)cc3)s2)cc1,4%,6.8,51,9%,-0.1%,18%,1.6%,17%,3.5%,4%,
COCCn1c(=NC(=O)CSCC(=O)NC2CCCCC2)sc2cc(OC)ccc21,-3%,4.2,68,0%,10%,9%,-1.3%,-2%,0.5%,0%,
CCc1cccc(C)c1NC(=O)CN(C)Cc1cccc(F)c1,4%,3.2,51,0%,2.0%,3%,-1.1%,-5%,0.4%,-5%,
Cc1ccc(CCNC(=O)CN(C)S(=O)(=O)c2ccc3c(c2)c(=O)n(C)c(=O)n3C)cc1,2%,-0.3,60,-8%,-1.5%,7%,-0.1%,1%,1.9%,-8%,
COc1cc(CNn2c(C)n[nH]c2=S)cc(Cl)c1OCC(=O)NC(C)(C)C,8%,1.2,68,-4%,0.0%,12%,-2.5%,-32%,2.0%,/,
O=C(CN1C(=O)CSc2ncccc21)N1CCOCC1,-1%,-2.3,70,12%,-4.6%,8%,-0.3%,-2%,-1.1%,1%,
CNc1ccccc1C(C)(C)c1cc(-c2ccco2)n[nH]1,-1%,-0.6,41,0%,0.3%,11%,-1.0%,-7%,3.1%,10%,
O=C(NC(Nc1cc(C(F)(F)F)ccc1Cl)C(=O)c1ccccc1)c1ccccc1 (stereo not drawn),7%,6.0,87,6%,0.6%,9%,-0.8%,4%,5.2%,3%,
CCCNS(=O)(=O)c1ccc(OCC(=O)OC)cc1,6%,1.7,58,0%,5.8%,14%,1.2%,-4%,1.7%,-6%,
COc1cc(/C=N/n2c(SC)nnc(C(C)(C)C)c2=O)ccc1O,18%,0.3,39,2%,0.0%,13%,0.7%,2%,-0.1%,-8%,

# Some of these compounds in order of molecular weight, falling.
SMILES,MgcRacGAP inhibition,NTR1 ag,NTR1 ag cell count 20 µM,SIAH1 antagonists,UTI89 phage lysis,Large T inhibition,West Nile antiviral,AID2073,RSV CPE inhibition,Dengue-2 NS5 capping,others
Cc1ccccc1C(=O)NC(C(N)=O)P(=O)(OC(C)C)OC(C)C (stereo not drawn),4%,2.7,47,3%,1.8%,11%,0.1%,-2%,0.3%,8%,
CCCNS(=O)(=O)c1ccc(OCC(=O)OC)cc1,6%,1.7,58,0%,5.8%,14%,1.2%,-4%,1.7%,-6%,
CNc1ccccc1C(C)(C)c1cc(-c2ccco2)n[nH]1,-1%,-0.6,41,0%,0.3%,11%,-1.0%,-7%,3.1%,10%,

# A stretch from further up, for reference:
SMILES,MgcRacGAP inhibition,NTR1 ag,NTR1 ag cell count 20 µM,SIAH1 antagonists,UTI89 phage lysis,Large T inhibition,West Nile antiviral,AID2073,RSV CPE inhibition,Dengue-2 NS5 capping,others
Cc1cc(C)n(C2=NS(=O)(=O)c3ccccc32)n1,4%,0.5,60,10%,0.5%,4%,0.3%,1%,1.1%,-9%,Dengue-2 NS5 capping pilot replicate=-4.5
Cc1ccc(Nc2nc(Cl)nc(NC(C)(C)C)n2)cc1,4%,10,64,7%,0.3%,13%,-2.0%,-3%,7.5%,-1%,Dengue-2 NS5 capping pilot replicate=-2.4
Cc1ccccc1C(=O)NC(C(N)=O)P(=O)(OC(C)C)OC(C)C (stereo not drawn),4%,2.7,47,3%,1.8%,11%,0.1%,-2%,0.3%,8%,
Cc1cc(C)cc(N2C(=O)CC(c3ccccc3)CC2=O)c1,6%,-1.3,47,/,-0.2%,/,/,/,1.4%,-7%,
COc1ccccc1C(=O)N1CCN(c2nc3cc(C)c(C)cc3cc2C#N)CC1,7%,3.2,60,8%,6.4%,-1%,-0.2%,28%,?,-6%,
CC(C)C(c1nnnn1Cc1cccs1)N1CCN(C2CCCC2)CC1 (stereo not drawn),4%,1.5,74,0%,5.4%,1%,-0.7%,5%,0.0%,-2%,
O=C(C1=C[C@@H](c2ccc3c(c2)OCO3)C[C@@H](OCc2ccc(CO)cc2)O1)N1CCOCC1,10%,1.9,99,2%,1.8%,8%,-0.3%,1%,2.4%,0%,
O=C(CSc1nc(=O)n2ccccc2n1)NCc1ccccc1Cl,5%,-0.2,46,/,1.8%[50 µM],14%,/,/,0.8%,4%,
CCn1c(SCC(=O)NCc2ccc(F)cc2)nc2c(c1=O)SC(C)C2 (stereo not drawn),18%,1.0,53,-3%,-1.3%,15%,-0.1%,0%,0.7%,-6%,
Cc1ccc(C(=O)Nc2ncc(Cc3ccc(SC(F)F)cc3)s2)cc1,4%,6.8,51,9%,-0.1%,18%,1.6%,17%,3.5%,4%,
COCCn1c(=NC(=O)CSCC(=O)NC2CCCCC2)sc2cc(OC)ccc21,-3%,4.2,68,0%,10%,9%,-1.3%,-2%,0.5%,0%,
CCc1cccc(C)c1NC(=O)CN(C)Cc1cccc(F)c1,4%,3.2,51,0%,2.0%,3%,-1.1%,-5%,0.4%,-5%,

# Other records.
SMILES,MgcRacGAP inhibition,NTR1 ag,NTR1 ag cell count 20 µM,SIAH1 antagonists,UTI89 phage lysis,Large T inhibition,West Nile antiviral,AID2073,RSV CPE inhibition,Dengue-2 NS5 capping,others
Cc1nn(CC(=O)N(C)C2CCS(=O)(=O)C2)c(C)c1[N+](=O)[O-] (stereo not drawn),5%,0.8,52,/,0.3%[50 µM],11%,/,/,1.1%,5%,
Cc1ccc(CNC(=O)CCc2c(C)nc3ncnn3c2C)cc1,8%,-0.3,82,4%,-0.1%,13%,0.0%,-5%,0.0%,-9%,
N#C/C(=C(/O)COc1cccc2ccccc12)c1nc2ccccc2[nH]1,7%,7.7,83,3%,-1.4%,10%,-0.7%,23%,2.2%,-2%,
CN(Cc1ccccc1)C(=O)C1CCN(S(=O)(=O)c2cccc3nsnc23)CC1,-39%,0.1,63,-7%,-0.4%,/,0.0%,11%,5.4%,-6%,
CC(NC(=O)C1CCCCC1)C(=O)NC1=NCCS1 (stereo not drawn),-1%,-1.5,71,3%,-0.1%,7%,-0.3%,1%,-1.2%,-1%,
CC(C)(C)OC(=O)C(C(=O)OC(C)(C)C)c1ccc(Cl)nn1,5%,-0.1,56,6%,0.0%,11%,0.4%,5%,3.8%,4%,
Cc1cccc(OCC(=O)Nc2cc(S(=O)(=O)N3CCOCC3)ccc2N2CCCC2)c1C,-3%,3.0,77,/,-1.1%[50 µM],11%,/,/,-0.4%,-6%,
CCOc1ccccc1Oc1nc(-c2ccccc2O)nc2ccccc12,7%,10,83,2%,0.1%,21%,-0.7%,19%,6.7%,-3%,
COC(=O)c1cc(C(=O)Nc2nnc(CC(C)C)s2)cc([N+](=O)[O-])c1,3%,-0.7,63,1%,6.0%,4%,-0.7%,10%,8.8%,1%,
C[C@]1(C(=O)NCCN2CCOCC2)C=C[C@@H](Cc2ccccc2)N1C(=O)c1ccccc1,0%,1.0,93,-2%,0.2%,7%,-0.4%,18%,1.0%,-10%,
CNc1nc(OCC#N)nc(N2CCCCC2)n1,4%,6.9,86,-1%,0.0%,4%,-0.2%,-4%,1.1%,-3%,
COC(=O)CN1C(=O)C(O)(CC(=O)c2ccc(Cl)cc2)c2ccccc21 (stereo not drawn),5%,2.2,66,4%,-0.1%,2%,-0.1%,1%,-0.5%,-4%,
COc1cc(C(=O)N2CCN(C(=O)COc3ccc4ccccc4c3)CC2)cc(OC)c1OC,14%,-1.3,39,2%,0.6%,25%,-0.6%,11%,1.8%,-4%,
CCCC(NS(=O)(=O)c1ccc(C)cc1)C(=O)O (stereo not drawn),10%,0.0,86,4%,0.5%,2%,0.8%,-2%,1.5%,1%,
O=C(O)c1ccc(OCc2cn3ccccc3n2)cc1,12%,-0.3,83,-3%,-0.1%,11%,0.6%,7%,3.0%,-7%,

# Compound activity from PubChem BioAssay.

# Outcome played no part in choosing rows (roughly 1.6% active in at least one column).
